Source: PubChem (several laboratories)
Furin inh = human furin inhibitors, primary screen, biochemical, fluorescence intensity; P09958; 220,000 tested, 0.061% active; purified furin, fluorogenic substrate cleavage; inhibition, % at 30 µM; in the data active = inhibition above about 25%; note: inactives centre near -15
PPC-1+TRAIL kill = compounds killing PPC-1 cancer cells with TRAIL present, primary screen, TRAIL potentiator project, ATPLite luminescence, uHTS | 220,000 tested, 0.41% active | cell killing (% activity), % at 4 µM | PPC-1 cells + TRAIL, ATPLite viability luminescence;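 active = cell killing above 50% in the first pass at 4 µM, then a duplicate retest at 5 µM averaging 50% or more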;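 note: plate controls were cells with TRAIL plus DMSO for no effect and medium-only wells lacking cells for full effect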
TRPML3 agonist = human TRPML3 channel agonists, primary screen, cell-based, HEK293 TRPML3-YFP, Fluo-8 calcium fluorescence, 3 µM | Mucolipin-3 (Homo sapiens), Q8TDD5 | 100% = the carbachol control signal | activation, % at 3 µM | 220,000 tested, 0.29% active | AID 1448, 2008;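 active = activation above its plate's cutoff, the mean activation of the plate's test wells plus 3 SD, cut at about 12% in these data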;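 note: 0% = DMSO only wells and 100% = carbachol wells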
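system = HEK293 cells stably carrying human TRPML3-YFP | doses = one concentration, 3 µM nominal, 0.3% DMSO | timing = dye loading 1 h 37 °C then 30 min ambient, 125 s read | detection = Fluo-8 calcium dye fluorescence, ex 470-495, em 515-575 nm | benchmarks = high control carbachol 87 µM, low control DMSO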
m-calpain inh = inhibitors of pig calpain II, primary screen, biochemical, fluorogenic peptide substrate, 1536-well; purified calpain II, 30 min; inhibition, % at 16 µM; 220,000 tested, 0.37% active; AID 1236, 2008;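 active = inhibition above about 50%, limit read from the data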
TbHK1 inh = Trypanosoma brucei hexokinase 1 inhibitors, primary screen, biochemical, G6PDH-coupled NADH absorbance, MLSCN library. hexokinase 1 [Trypanosoma brucei]. recombinant TbHK1, G6PDH-coupled NADH A340. inhibition, % at 10 µM. 220,000 tested, 0.11% active;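 active = inhibition of 50% or more in the single-dose primary screen; inactive = inhibition below 50%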
TRPN1 ag = zebrafish TRPN1 channel agonists, primary screen, cell-based, HEK293, calcium fluorescence; transient receptor potential cation channel N1 (TRPN1/NompC), Danio rerio; HEK293 zebrafish TRPN1-YFP, Fluo-8 calcium fluorescence; 100% = response to 87 µM carbachol; activation, % at 3 µM; 220,000 tested, 0.18% active; AID 1424, 2008;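 active = activation above its plate's cutoff, the mean activation of test wells on that plate plus 3 SD, cut at about 19% in these data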;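 note: 0% = DMSO alone and 100% = 87 µM carbachol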
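Material – zebrafish TRPN1-YFP in HEK293 cells · Doses – 3 µM single point · Schedule – dye 1 h 37 °C plus 30 min RT · Signal – Fluo-8 calcium fluorescence, excitation 470-495 nm, emission 515-575 nm · Read-out – % activation versus carbachol response · Control set – carbachol high, DMSO low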
thrombin 1536 = human alpha-thrombin inhibitors, primary screen, counter-screen for coagulation protease inhibitor project, biochemical, 1536-well, fluorogenic AMC substrate; 220,000 tested, 0.26% active; inhibition, % at 5 µM; Boc-VPR-AMC fluorogenic substrate cleavage; Prothrombin (Homo sapiens), P00734;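 active = inhibition at or above 40%; inactive = inhibition below 40%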;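 note: 0% = enzyme with no compound and 100% = wells without enzyme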
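Material: human alpha-thrombin protein. Incubation: reaction at ambient temperature. Technique: fluorescence of released AMC, ex 355 nm, em 460 nm. Control set: no-compound enzyme wells and no-enzyme blanks. Also added: Boc-VPR-AMC substrate, 15 µM final. Buffer or medium: pH 7.5 Tris (50 mM) with NaCl 150 mM, Tween 20 0.05%.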
Cl transport mod = KCC2 cotransporter modulators, thallium flux, primary screen, cell-based, HEK293 KCC2, FluoZin-2 fluorescence, MLSMR. KCC2 cells, thallium flux FluoZin-2 fluorescence. Solute carrier family 12 member 5 (Homo sapiens), Q9H2X9. 190,000 tested, 2.2% active. B-score of Tl+ flux slope (higher = more flux/activation; lower = inhibition) at 10 µM;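 active = thallium flux slope and its plate-corrected score both differing from the plate sample mean at a set confidence after two filtering rounds, in either direction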;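 note: slope of fluorescence scaled to starting intensity during 10 to 20 s after thallium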
Target sequence (Q9H2X9 whole entry, looked up): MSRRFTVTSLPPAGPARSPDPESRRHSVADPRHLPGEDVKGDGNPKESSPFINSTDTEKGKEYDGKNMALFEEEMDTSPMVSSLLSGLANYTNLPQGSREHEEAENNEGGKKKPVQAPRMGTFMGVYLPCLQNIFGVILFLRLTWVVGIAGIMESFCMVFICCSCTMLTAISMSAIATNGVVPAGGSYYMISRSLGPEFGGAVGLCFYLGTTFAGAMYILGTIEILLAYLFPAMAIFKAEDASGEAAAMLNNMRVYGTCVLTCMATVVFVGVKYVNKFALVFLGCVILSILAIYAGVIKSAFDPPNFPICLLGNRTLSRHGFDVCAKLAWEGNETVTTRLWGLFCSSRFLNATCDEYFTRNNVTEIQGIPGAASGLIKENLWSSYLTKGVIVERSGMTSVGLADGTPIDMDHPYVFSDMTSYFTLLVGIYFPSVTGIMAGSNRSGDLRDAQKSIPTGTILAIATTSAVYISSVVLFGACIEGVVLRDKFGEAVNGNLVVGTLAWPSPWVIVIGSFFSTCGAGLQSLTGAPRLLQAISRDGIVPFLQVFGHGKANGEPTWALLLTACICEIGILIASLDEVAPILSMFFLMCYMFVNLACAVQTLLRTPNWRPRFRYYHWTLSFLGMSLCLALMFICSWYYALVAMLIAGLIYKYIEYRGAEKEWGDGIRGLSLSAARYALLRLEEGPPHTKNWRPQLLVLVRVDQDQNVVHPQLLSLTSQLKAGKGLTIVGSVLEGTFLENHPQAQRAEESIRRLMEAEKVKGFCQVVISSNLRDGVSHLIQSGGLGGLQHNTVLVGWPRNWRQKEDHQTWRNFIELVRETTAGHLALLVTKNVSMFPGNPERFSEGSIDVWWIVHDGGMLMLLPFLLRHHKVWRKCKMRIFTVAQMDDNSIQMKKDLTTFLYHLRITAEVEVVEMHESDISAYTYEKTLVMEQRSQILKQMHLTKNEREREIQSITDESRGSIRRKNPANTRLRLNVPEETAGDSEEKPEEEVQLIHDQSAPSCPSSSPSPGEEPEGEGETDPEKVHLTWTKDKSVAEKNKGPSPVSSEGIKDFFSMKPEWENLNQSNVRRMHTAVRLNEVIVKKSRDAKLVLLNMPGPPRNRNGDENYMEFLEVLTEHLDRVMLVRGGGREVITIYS
EBV gp42 inh = Epstein-Barr virus gp42 inhibitors, primary screen, biochemical, uHTS, fluorescence polarization. Glycoprotein 42 (Epstein-Barr virus (strain AG876)), Q1HVG2. Fluorescence polarization binding assay, mP read-out. inhibition, % (tested at 21.74 µM). 220,000 tested, 0.42% active; in the data active = inhibition above about 50%
* marks the source's active call; other numbers are inactive results; · = no result given; + = active, no number; [ ] = dose if it differs, or a comment.

SMILES | Furin inh | PPC-1+TRAIL kill | TRPML3 agonist | m-calpain inh | TbHK1 inh | TRPN1 ag | thrombin 1536 | Cl transport mod | EBV gp42 inh
O=C(O)C1Nc2c(O)cc(Cl)c([N+](=O)[O-])c2C2C=CCC12 (centres undefined) | -21 | 1 | -0.5 | -32 | 41 | -0.6 | -1 | -1.6 | 87*
COc1ccc(Nc2ncnc3c2cnn3Cc2ccc(C)cc2)cc1 | -13[20 µM] | 18 | 0.2 | -5 | -6 | 0.0 | 1 | -0.04 | 8
O=[N+]([O-])c1ccc2c(c1)OCCOCCOCCOCCOCCOCCO2 | -14 | -4 | 0.8 | 0 | -20 | -0.3 | -2 | 0.66 | 3
CNC(=O)C(=O)NCC1OCCCN1S(=O)(=O)c1cccs1 (centres undefined) | -18 | 13 | 0.6 | -5 | 32 | 1.8 | -3 | -0.59 | -14
O=C(Cn1ncc2c(=O)oc3ccccc3c21)N1CCN(C(=O)c2ccco2)CC1 | -19 | -13 | 0.6 | -8 | 0 | 1.3 | 3 | 0.085 | -21
Cc1nc(N/N=C/c2ccccn2)sc1C | 5 | 70* | 1.4 | 7 | -15 | 0.4 | -5 | -0.98 | -2
COc1ccc(CCN=C(N)NS(=O)(=O)c2ccccc2)cc1 | -28 | 21 | 0.2 | 0 | 4 | -0.1 | 1 | 0.95 | -15
COc1ccc(NC(=O)C(C)Sc2nnc3c4c(nc(-c5ccc(OC)cc5)n23)CC(C)(C)OC4)cc1 (centres undefined) | -18 | 15 | 0.8 | -82 | -5 | -0.3 | 4 | -0.51 | -8
COc1ccc(N2CCN(C(=O)CCCN3C(=O)c4cccc5cccc(c45)C3=O)CC2)cc1 | -1[20 µM] | 3 | 0.3 | 7 | -9 | -0.7 | 13 | -0.34 | 11
COC(=O)CNC(=O)C(NC(=O)OCc1ccccc1)C(C)C (centres undefined) | -20 | 14 | 0.3 | 24 | -1 | 1.0 | -1 | -0.51 | 0
Nc1nc(NC(=O)c2ccc(Cl)cc2)nn1-c1ccccc1 | -15 | 23 | 0.0 | 3 | 32 | -1.2 | 0 | 1.2 | -15
CC(C)Sc1nc(C(F)(F)F)cc(=O)n1-c1ccccc1 | -17[20 µM] | -28 | -0.9 | 8 | 4 | -0.1 | -5 | 0.41 | -10
O=S(=O)(Nc1ccccn1)c1ccc(Cl)cc1 | -14 | 0 | 0.4 | -59 | -2 | 1.6 | 1 | -0.16 | -8
C=CCN1C(=O)OC2(CCCCC2)C1(C)O (centres undefined) | -20 | 10 | 1.0 | -2 | 6 | 1.1 | -7 | 0.25 | -7
O=C(COC(=O)CC(c1ccccc1)c1ccccc1)NCc1ccc(Cl)cc1 | 11 | 8 | -0.1 | 20 | 40 | -1.3 | -7 | -0.037 | 7
O=C(CNc1ccccc1)N/N=C/c1cc([N+](=O)[O-])ccc1N1CCCC1 | -8[20 µM] | 4 | 0.0 | 15 | 2 | 0.3 | -2 | · | -13
C/C(=N\Nc1nc(N2CCOCC2)nc(N2CCOCC2)n1)c1cccs1 | -20 | -1 | 0.8 | 8 | -17 | -1.9 | -8 | 0.15 | -17
CN1CCN(CCC(=O)N2c3ccccc3Sc3ccc(Cl)cc32)CC1 | -13 | 8 | 0.3 | 23 | -2 | -1.1 | -5 | · | -2
C=CCNC(=O)c1cccn1-c1ccsc1C(=O)OC | -16[20 µM] | 11 | 0.8 | -20 | -6 | 0.9 | -1 | -0.22 | -22
O=C(Cn1c(O)c(/C=C2\C=Nc3ccccc32)sc1=O)N1CCOCC1 | -17 | 15 | 0.7 | 6 | -15 | 0.9 | 3 | -3.5 | -3
O=C(O)c1ccccc1Nc1ccc(OC(F)F)cc1 | -16 | 16 | -0.3 | -13 | -7 | -1.2 | 12 | 0.046 | -4
O=C(Nc1nc2c(s1)COc1ccccc1-2)c1cccs1 | -30 | -1 | 1.7 | -53 | -12 | 5.5 | -1 | -1.7 | 4
CC(C)[C@H](NC(=O)c1ccccc1Cl)C(=O)Nc1nc(-c2ccccn2)cs1 | -19 | 14 | 0.2 | -27 | 1 | 1.2 | -5 | -3.1 | -5
COc1cc(C)c(S(=O)(=O)N2CCN(C)CC2)cc1C | -21[20 µM] | 7 | 0.8 | -10 | -14 | 0.1 | -1 | 0.26 | -10
CCCCN1C(=O)/C(=C/C=C2\N(C)c3ccccc3C2(C)C)SC1=S | -5[20 µM] | 10 | 2.5 | 6 | -1 | 3.2 | 3 | -0.13 | +

(next part)
SMILES | Furin inh | PPC-1+TRAIL kill | TRPML3 agonist | m-calpain inh | TbHK1 inh | TRPN1 ag | thrombin 1536 | Cl transport mod | EBV gp42 inh
CCCCC(CC)CNC(=O)CN(C)S(=O)(=O)c1cccc2nsnc12 (centres undefined) | -16 | 16 | -0.3 | 2 | -6 | -1.1 | 1 | · | -17
Cn1cc(CN2CCCC(CO)(Cc3ccccc3)C2)c2ccccc21 (centres undefined) | -22 | 15 | 1.9 | -23 | 1 | 1.0 | -6 | -2.2 | 2
Cc1ccc(-n2nc3ccc(NC(=O)C(C)C)cc3n2)cc1 | -26 | -8 | 0.6 | -241 | -10 | 1.8 | -13 | -1.4 | -15
Cc1nn(C)cc1/C=C/C(=O)c1cccs1 | -21[20 µM] | 23[5 µM] | -0.2 | -34 | -32 | 1.2 | 1 | 0.27 | -6
COc1ccccc1NC(=O)CCS(=O)(=O)c1ccccc1 | -12 | 10 | 0.4 | 3 | 4 | 1.6 | 52* | 0.36 | 7
CC(C)OC(=O)C(CC(=O)O)NCc1ccccc1 (centres undefined) | -21[20 µM] | 1 | -0.2 | 20 | 2 | -0.1 | -3 | · | -3
CCNC(=O)CC1C(=O)N(CC)C(=S)N1NC(=O)c1ccccc1 (centres undefined) | -20 | 20 | 0.8 | -7 | 1 | 1.2 | -2 | · | -18
O=C(NCc1ccccc1Cl)c1ccc2c(c1)SC1=NS(=O)(=O)CCN12 | -21 | 7 | 0.3 | -6 | 1 | -0.1 | -2 | -0.0078 | -10
CCN(CC)C(=O)c1ccccc1NS(C)(=O)=O | -19 | -5 | 0.6 | -5 | -4 | 0.8 | -5 | 0.2 | -7
COC(=O)CSc1cc(C)nc2ccc(OC)cc12 | -3[20 µM] | 6 | -0.2 | -46 | -9 | -1.7 | -15 | -1.3 | -5
COc1cc(CNCCN2CCOCC2)ccc1OCC(=O)NC(C)(C)C | -28 | 12 | 0.8 | 8 | -3 | 0.0 | 5 | 0.97 | -8
COc1ccccc1/C=C(/CC(=O)NCc1ccccc1)c1nc2ccccc2s1 | 6 | 14 | -0.9 | -30 | -9 | -0.9 | 5 | 0.56 | -19
COc1ccccc1NS(=O)(=O)c1cc(C)ccc1C | -19[20 µM] | 5 | 2.2 | 5 | -4 | -1.6 | -11 | · | -5
COc1ccccc1-n1c(-c2cccnc2)n[nH]c1=S | -21[20 µM] | 12 | 0.2 | 4 | 1 | 0.9 | 2 | 1 | -19
COc1ccc(S(=O)(=O)N(C)C)cc1NCC(=O)Nc1ccc(Br)cc1F | -10 | 9 | 0.3 | 0 | 35 | 0.3 | -2 | -0.38 | -14
COC(=O)Nc1nc2ccc(C(=O)c3ccc(F)cc3)cc2[nH]1 | · | 6 | 1.2 | -11 | · | 2.0 | · | -0.44 | -11
CCCC(C)NC(=O)Cc1ccc(Br)cc1 (centres undefined) | -9 | 12 | -0.1 | 4 | -1 | 0.6 | -8 | 0.027 | -4
CC1(C)Nc2ccc(O)cc2-c2c1ssc2=S | -9[20 µM] | 29 | -0.4 | -2 | -17 | -1.0 | -4 | -0.052 | -10
Cc1occc1-c1nnc(SCc2nc3ccccc3c(=O)n2CC#N)n1C | -8 | 7 | 0.0 | -13 | -8 | 0.7 | -12 | 1 | -15
C=CCn1c(CNc2ccccc2)nnc1SCC(=O)N/N=C/c1ccc(O)cc1O | -17[20 µM] | 8 | -0.4 | -15 | -21 | -1.7 | 6 | 1 | 0
COc1ccc(C(=O)Nc2nc3ccccc3[nH]2)cc1OC | -11[20 µM] | 20 | 1.0 | -10 | -12 | 1.4 | 2 | 0.098 | -20
COC(=O)C1=C(C)NC(=O)/C1=C/c1ccc(CNS(=O)(=O)c2ccc(C)cc2)o1 | -11 | 2 | 0.3 | -13 | -9 | 0.6 | 0 | -0.17 | -3
CC1(C)CC(=O)C=C(NC2=CC3OC(c4ccccc4)OCC3OC2=O)C1 (centres undefined) | -3 | 3 | 0.1 | -17 | -12 | 1.1 | 1 | 1.6 | -6
CC(C)(C)OC(=O)N1CCOCCOCCNCCOCCOCC1 | -14[20 µM] | 20 | 0.4 | -20 | -7 | -0.7 | 3 | -0.52 | -16
Cc1ccc(C2C(C(N)=S)=C(N)OC3=C2C(=O)CC(C)(C)C3)cc1 (centres undefined) | -10 | 10 | -0.1 | -8 | -14 | 0.1 | -2 | 0.81 | -9

Next results
SMILES | Furin inh | PPC-1+TRAIL kill | TRPML3 agonist | m-calpain inh | TbHK1 inh | TRPN1 ag | thrombin 1536 | Cl transport mod | EBV gp42 inh
O=C(NCCCO)c1ccc(CSc2nc3ccccc3[nH]2)cc1 | -10 | 25 | 0.5 | 9 | 10 | 0.5 | -9 | -1.1 | 1
Nc1c(C(=O)Nc2ccc(F)cc2)sc2nc(-c3ccco3)ccc12 | -6 | 2 | 0.0 | -197 | 10 | 1.3 | -4 | 0.33 | 8
Cc1cccc(C(=O)N2CCCN(C(=O)c3cccc(C)c3)CC2)c1 | -24[20 µM] | -16 | 0.5 | 16 | 0 | -0.5 | -7 | 0.35 | -38
CCOc1ccc(NC(=O)Nc2ccc3nccnc3c2)cc1 | -12 | 35 | 1.8 | -55 | -11 | 5.2 | 0 | -0.6 | 1
Nc1cccc(-c2nc3cc(S(=O)(=O)c4ccc5oc(-c6cccc(N)c6)nc5c4)ccc3o2)c1 | 0[20 µM] | 15 | 0.5 | -224 | -18 | 0.4 | 2 | -0.27 | -16
C/C(CCc1ccc2c(c1)OCO2)=N\NC(=O)c1ccccc1 | -16 | 8 | 0.0 | 24 | -5 | -0.1 | 18 | -0.11 | -1
